Screening data as filed in PubChem.
D1 potentiator – potentiators of human D1 dopamine receptor; P21728; HEK293 TREx D1 cells, calcium flux, dopamine EC20 potentiation; potentiation, % at 10 µM; 0.036% of 360,000 active; AID 504651; in the data active means potentiation above about 30%; further: 0% is about no effect
RXFP1 ag – agonists of human relaxin receptor RXFP1; Q9HBX9; HEK293T-RXFP1 cAMP TR-FRET, 30 min; response scale: percent of porcine relaxin response, buffer zero; Potency, µM (titrated, usually from 57.5 µM), without a hit: top-dose activation, most hits filed as activators; 0.3% of 370,000 active; AID 2676; further: potency means the concentration at half of the fitted maximal effect; on the % scale 0 is the no-effect control and ±100 the full control effect; nearly all actives have a fitted effect of over 60% in size; many of its hits are not listed in these tables
Target sequence (Q9HBX9 whole entry, looked up): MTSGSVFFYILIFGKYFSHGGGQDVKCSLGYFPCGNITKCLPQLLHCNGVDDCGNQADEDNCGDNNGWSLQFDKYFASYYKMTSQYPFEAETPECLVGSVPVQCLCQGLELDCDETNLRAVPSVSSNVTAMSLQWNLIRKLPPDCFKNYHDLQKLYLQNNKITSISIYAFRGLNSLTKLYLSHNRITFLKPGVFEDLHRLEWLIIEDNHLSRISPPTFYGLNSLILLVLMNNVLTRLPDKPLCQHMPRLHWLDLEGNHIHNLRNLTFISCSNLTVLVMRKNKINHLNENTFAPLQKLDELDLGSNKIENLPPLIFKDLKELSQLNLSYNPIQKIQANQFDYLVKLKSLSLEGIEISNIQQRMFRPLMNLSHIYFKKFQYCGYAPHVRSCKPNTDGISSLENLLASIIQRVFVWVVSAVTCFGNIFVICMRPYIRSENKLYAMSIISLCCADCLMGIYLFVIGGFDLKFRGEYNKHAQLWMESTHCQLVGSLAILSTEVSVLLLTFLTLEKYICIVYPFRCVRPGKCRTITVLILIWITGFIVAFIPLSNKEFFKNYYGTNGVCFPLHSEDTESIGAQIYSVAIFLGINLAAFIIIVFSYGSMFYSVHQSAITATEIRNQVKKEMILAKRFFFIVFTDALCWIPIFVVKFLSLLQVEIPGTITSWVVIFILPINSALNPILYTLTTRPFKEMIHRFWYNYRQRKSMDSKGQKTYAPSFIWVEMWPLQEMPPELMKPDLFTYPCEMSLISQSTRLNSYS
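cAMP rise read by TR-FRET after 30 min, 37C compound exposure (up to 58 uM) in RXFP1-transfected HEK293 cells with Ro 20174 present. EC50 from Hill-equation fits, with 29 nM porcine relaxin as 100% and buffer as basal.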
Anesthetic bind – binds horse apoferritin like a general anesthetic; P02791; apoferritin/1-aminoanthracene competitive binding, fluorescence; Potency, µM (top dose mostly 77.5 µM), inactives show at the top dose activity change, negative = displacement, hits mostly inhibitors; 0.074% of 350,000 active; AID 485281; further: potency means the concentration at half of the fitted maximal effect; on the % scale 0 is the no-effect control and ±100 the full control effect; nearly all actives have a fitted effect of over 20% in size
Target sequence (P02791 2-175 limits assumed): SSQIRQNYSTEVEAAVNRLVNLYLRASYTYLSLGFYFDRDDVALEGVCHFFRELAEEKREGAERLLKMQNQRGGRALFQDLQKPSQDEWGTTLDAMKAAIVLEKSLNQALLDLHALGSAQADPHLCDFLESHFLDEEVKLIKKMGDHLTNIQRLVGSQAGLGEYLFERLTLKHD
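10 uM apoferritin + 50% sat. 1-AMA, PBS; cpd 10 min RT; Ex380/Em535 endpoint; normalized to free probe vs complex; 4-param Hill fit; propofol titration as pos. ctrl.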
TRHR PAM – TRH receptor (human) allosteric enhancement; TRHR cells, fluo-8 calcium fluorescence, EC20 TRH enhancement; enhancement, % at 2 µM; 0.66% of 360,000 active; AID 493056; in the data active means enhancement above about 30%; further: 0% is about no effect
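Enhancer read-out: after compound pinning and an initial kinetic agonist-mode read, an EC20 of TRH (10 nM final) was injected and fluo-8 calcium signal (Ex 480/Em 530) followed at 1 s/cycle for 100 cycles in TRHR-expressing cells.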
RXFP1 antagonist – blocks the human relaxin receptor RXFP1; Q9HBX9; HEK293-RXFP1, relaxin-stimulated cAMP HTRF, 30 min; stronger effect = lower value; activity change, negative = inhibition, % at 57.5 µM; 0.59% of 350,000 active; AID 1259400;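 active means activity change of -60% or lower, but not beyond a set lower limit; inconclusive means change between -60% and -40%, or beyond the set limit; inactive means change above -40%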; further: on the % scale 0 is the no-effect control and ±100 the full control effect
D1 antag – antagonists of human D1 dopamine receptor. activity change, negative = inhibition, % at 10 µM. HEK293 TREx D1 cells, calcium flux, dopamine EC80; stronger effect = lower value. 3.2% of 360,000 active. P21728; in the data active means activity change below about -30%; further: on the % scale 0 is the no-effect control and ±100 the full control effect
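Antagonism measured as reduced calcium response to an EC80 dopamine addition following 180 s compound pre-read; cells were inducible HEK293 Trex D1 plated overnight at 30 C, read kinetically at 1 cycle/sec.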
TRHR agonist – TRH receptor (human) agonism; 0.18% of 360,000 active; P34981; activation, % at 2 µM; TRHR cells, calcium flux fluo-8, FDSS agonist mode; in the data active means activation above about 30%; further: 0% is about no effect
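TRHR-expressing cells loaded with fluo-8 calcium dye; 23 nL library compound pin-transferred, kinetic FDSS fluorescence (Ex 480/Em 530) recorded about 180 s for agonist-induced calcium release, before a 10 nM TRH EC20 addition for potentiator mode.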
D1 agonist – human D1 receptor agonism | P21728 | HEK293 T-REx D1 cells, calcium flux, agonist mode | activation, % at 2 µM | 1% of 360,000 active; in the data active means activation above about 30%; further: 0% is about no effect
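Inducible HEK293 T-REx D1 cells, force-coupled to calcium signalling, were plated at 4000 cells/well with tetracycline and held overnight at 30 C. After no-wash calcium dye loading, compound-evoked calcium rise over 180 s flagged agonists.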
D2 PAM – D2 dopamine receptor (human) potentiation; P14416; HEK293 T-REx D2, calcium flux, EC20 dopamine potentiation; potentiation, % at 10 µM; 0.34% of 340,000 active;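 active means potentiation over 3 SD above the plate norm, cut at about 30% in these data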; further: 0% is about no effect
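Primary screen. Calcium kinetics in induced HEK293 T-REx D2 cells: compound pre-addition 180 s, EC20 dopamine, 180 s more.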
* marks the source's active call; other numbers are inactive results; ? = inconclusive; . = not tested or not shown; & = joins results of further samples; [ ] = dose if it differs, or a comment. Unless noted, the call rests on the fitted dose curve; in most records, active means well fitted curve in the direction sought with a large enough effect; inconclusive means small, poorly fitted or top-dose-only effect, or another doubt; inactive means no such curve, though single readings can be large; an effect the other way counts as inactive or inconclusive. These rows are one share of the data; count on the stated rates, not on these rows.

Results follow in this order: D1 potentiator | RXFP1 ag | Anesthetic bind | TRHR PAM | RXFP1 antagonist | D1 antag | TRHR agonist | D1 agonist | D2 PAM
> CC(=O)N1CCC(N(C(=O)Nc2ccc(Cl)cc2)C(C)C)CC1
  0.7 | -0.3% | 6.4% | -9.0 | -0.4 | -2.9 | 0.3 | 2.4 | 6.3
> CCOC(=O)c1ccc(NC(=O)c2sc3nc(N4CCOCC4)c4c(c3c2N)CCCC4)cc1
  5.3 | 9.1% | -1.7% | -2.3 | 28.3 | -2.6 | 0.8 | 2.4 | 11.7
> CC(C)NC(=O)c1ccc(-c2ccc(Cl)c(C(F)(F)F)c2)o1
  -1.5 | 8.9% | -4.0% | -2.9 | 3.2 | 0.1 | -0.2 | 1.2 | 5.1
> CC(C)(C)c1cc(NC(=O)C2CCCO2)no1 (stereo unspecified)
  -2.6 | 1.3% | -0.1% | -10.8 | -1.1 | 0.8 | 0.4 | 1.7 | 2.2
> Cc1ccc(C(=O)OCC(=O)NC2CC2)cc1S(=O)(=O)N1CCOCC1
  -1.5 | 1.6% | . | -8.8 | -9.2 | -20.0 | 0.6 | 0.7 | 14.0
> COc1ccc(CCN(C)Cc2nc(-c3cnccn3)no2)cc1OC
  -8.4 | 0.2% | -5.4% | -0.6 | 13.3 | -4.1 | 0.4 | 0.9 | -3.5
> CCc1nn(CC(=O)N2CCN(c3ccc(Cl)cc3)CC2)c(=O)c2cc3occc3n12
  2.3 | 0.5% | -10.6% | 3.4 | . | 0.8 | -1.7 | 1.1 | 2.6
> O=C(NCCOc1ccccc1)C1CCC(=O)N(CCN2CCOCC2)C1 (stereo unspecified)
  -1.8 | 1.2% | -6.6% | -2.9 | -1.5 | 28.7 | 0.1 | 2.7 | 2.2
> COc1ccc(N2CCN(C(=O)CSc3nc4nc(C)cc(C)n4n3)CC2)cc1
  -0.8 | 2.3% | . | 0.8 | -4.3 | -2.9 | -1.0 | 5.1 | 5.5
> N#Cc1c(-c2ccc(Cl)cc2)c2c([nH]c1=S)CCCC2
  -0.8 | 11.9% | -22.7% | -0.4 | -2.0 | 5.6 | -0.9 | -0.8 | .
> Cc1ccccc1S(=O)(=O)N(CC(O)CN1C(=O)NC(C)(C)C1=O)c1ccccc1 (stereo unspecified)
  -0.7 | -1.2% | -4.4% | 0.6 | -9.0 | 9.1 | 0.0 | 0.1 | 8.9
> CCc1ccccc1NC(=O)Cn1nnc(C(=O)Nc2ccc(OC)c(OC)c2)c1N
  -4.1 | -3.1% | 4.2% | 16.4 | -1.9 | 3.4 | 0.2 | 0.1 | .
> c1sc2[n+](c1C13CC4CC(CC(C4)C1)C3)CCS2
  -3.6 | -1.3% | -10.0% | -7.5 | 21.6 | -5.0 | 0.8 | 6.4 | -1.0
> CCOc1ccc(CN(C(=O)c2cc(=O)c3cc(C)cc(C)c3o2)C2CCS(=O)(=O)C2)cc1 (stereo unspecified)
  -4.5&-3.2 | 0.9%&-1.9% | ? | 3.8&-3.0 | -8.6&-5.2 | -1.0&10.3 | 0.8&0.1 | 2.4&7.5 | -5.6&-3.8
> CCC1CCCCN1Cc1ccc(CNS(=O)(=O)c2ccc3c(c2)oc(=O)n3C)o1 (stereo unspecified)
  0.4 | 2.7% | -14.3% | -8.8 | -6.0 | 19.9 | 1.3 | 3.8 | -4.4
> COc1cccc(CCNC(=O)c2cnc3sc(N4CCCCCC4)nn3c2=O)c1
  1.9 | 2.6% | 1.9% | -0.2 | -10.5 | -18.3 | -0.5 | 0.9 | 5.3
> COc1ccc(N(CC(=O)Nc2ccc3c(c2)OCCO3)S(=O)(=O)c2cccnc2)cc1
  -3.8 | 0.0% | 3.0% | -3.4 | . | -8.5 | 0.3 | 0.7 | 6.1
> CC(C)CC(NC(=O)c1ccccc1)C(=O)N/N=C/c1ccco1 (stereo unspecified)
  -2.5 | 2.9% | -16.1% | 1.1 | 2.5 | 6.5 | 25.6 | -0.4 | -21.6
> CCOc1ccc(N2C(=O)CC(SCCN)C2=O)cc1 (stereo unspecified)
  3.6 | -0.2% | -16.6% | 8.2 | -6.9 | 0.5 | -0.4 | 2.8 | 3.7
> COc1ccc(N2C(=O)C3C(C2=O)C3(c2ccccc2)c2ccccc2)cc1 (stereo unspecified)
  -3.3 | 3.9% | -13.3% | -14.1 | -3.9 | -5.0 | 0.8 | 1.8 | 4.7
> CCCCCC(=O)Nc1cccc(S(=O)(=O)NC2=NCCCCC2)c1
  1.9 | -0.9% | . | 3.3 | 6.5 | -24.0 | 0.6 | 0.6 | 6.6
> O=C1C=Cc2ccccc2/C1=C/c1[nH]c(=O)[nH]c1O
  -1.4 | 2.6% | -12.5% | -2.4 | -17.6 | -5.0 | 3.8 | 3.0 | -7.9
> COc1ccc(-c2noc(CSc3nnc(CCc4ccccc4)n3-c3ccccc3)n2)cc1OC
  -0.7 | 2.9% | 4.6% | 8.5 | 6.5 | -11.2 | 2.2 | 12.1 | 4.2
> O=C(NCCCn1ccnc1)C(=O)NCC1OCCN1S(=O)(=O)c1ccc2c(c1)OCCO2 (stereo unspecified)
  6.2 | 1.4% | -13.3% | 12.4 | -2.6 | 11.7 | 0.6 | 0.8 | 5.7
> Cc1ccc(SCCC(=O)NCCSCc2ccco2)cc1
  -1.5 | 0.2% | -20.8% | 4.2 | -1.6 | . | -2.0 | -2.7 | -4.0
> O=C(CCCN1C(=O)c2ccccc2C1=O)N1CCc2ccccc2C1
  1.8 | 0.6% | -18.1% | 11.0 | -2.1 | 5.9 | -1.4 | 0.0 | 5.7
> CC1(C)CC(=O)c2cc(OCC(=O)NCCCN3CCN(c4ccc(F)cc4)CC3)ccc2O1
  5.1 | 0.1% | -5.4% | 3.4 | 14.5 | -9.9 | -0.2 | 3.7 | -25.7
> C=C(C)C(=O)Nc1ccc(NC(C)C)cc1
  -2.6 | -32.7%[inhibitor] | -2.6% | -12.5 | 8.9 | -10.5 | 0.3 | -1.0 | -5.4
> Cc1cc(C)n(CC(O)COCc2ccco2)n1 (stereo unspecified)
  -5.2 | -0.2% | -7.0% | -6.4 | -6.8 | 0.7 | 0.9 | 4.2 | -3.4
> O=C1CCc2cc(S(=O)(=O)NC(Cc3ccccc3)C(=O)NCC3CCCO3)ccc2N1 (stereo unspecified)
  -2.4 | -1.0% | -7.1% | 9.0 | . | -8.6 | -0.2 | 1.3 | 12.4

Carrying on:
structure	D1 potentiator	RXFP1 ag	Anesthetic bind	TRHR PAM	RXFP1 antagonist	D1 antag	TRHR agonist	D1 agonist	D2 PAM
COc1cc(-c2nc3sc(C)c(C)c3c(=O)o2)cc(OC)c1OC	-0.7	0.1%	-0.7%	2.3	0.0	-7.5	1.0	3.0	-0.1
O=C(CSc1nc(-c2ccc(F)cc2)cc(C(F)(F)F)n1)NCCc1ccccc1	-4.0	1.0%	-21.2%	20.3	.	-8.0	-0.2	44.3*	7.5
CC(=O)c1ccc(NC(=O)COC(=O)CCC(=O)c2cccs2)cc1	-4.2	0.8%	-17.3%	-4.2	.	-14.9	-0.6	0.6	-0.2
Cc1nc(NC(=S)NC(=O)c2ccccc2)sc1C(=O)N(C)C	1.1	-0.2%	-7.8%	0.4	-10.0	-3.7	-0.2	2.5	2.5
COc1ccc(/C=N/NC(=O)c2cc(-c3ccccc3)nc3ccccc23)c(C(=O)O)c1OC	-2.1	0.8%	2.5%	3.4	2.6	15.8	0.5	1.7	5.9
NS(=O)(=O)c1ccc(CCNC(=O)c2cc3ccccc3s2)cc1	-6.8	15.8%	-18.6%	23.6	-18.2	-4.8	0.1	5.7	-2.6
CCCCCc1ccc(CC(=O)Nn2c(C)nc3ccccc3c2=O)cc1	-2.2	0.9%	?	-9.4	-2.2	1.9	-0.8	-0.1	3.8
Nc1nonc1/C(=N/O)N1CCCC1	-0.2	1.3%	-13.5%	-2.6	1.9	-6.2	0.1	1.8	-0.5
COc1ccc(S(=O)(=O)NCc2ccc3c(c2)CCN3C(=O)c2ccc(C)cc2)cc1Cl	-5.5	17.9%	12.3%	8.5	-8.1	6.0	0.1	5.0	-4.2
CCOC(=O)c1cccc(NC(=O)c2cc3c(=O)n(C)c4ccccc4c3n2C)c1	2.4	?	-1.4%	0.2	.	1.5	-0.2	0.3	-0.1
COc1ccccc1CNS(=O)(=O)c1cnc(N)nc1	-1.1	-1.1%	-3.0%	2.3	8.6	-11.0	1.0	0.9	4.8
COc1ccc(NC(=O)CSc2nc3ccccc3c(=O)n2-c2ccc3c(c2)OCO3)c(OC)c1	-0.6	0.9%	-6.6%	-3.1	4.9	8.2	-0.2	0.9	4.3
C=CCOc1ccc(/C=C/C(=O)OCC(=O)NCCCc2ccccc2)cc1	-8.0	0.8%	.	-0.6	-21.6	-7.9	0.9	10.8	-3.6
O=C1N=C(N2CCOCC2)CS1	1.1	0.0%	0.5%	3.5	-6.3	-7.3	0.5	0.3	5.7
CCCOc1ccccc1C1CC(=O)NC(C)=C1C(=O)OCC(C)C (stereo unspecified)	-2.6	-2.1%	1.6%	1.5	-11.1	20.2	-1.0	2.4	2.2
Cc1ccc([N+](=O)[O-])cc1NC(=O)C[n+]1ccccc1	-3.2	10.8%	-2.5%	4.7	0.2	-26.5	0.4	0.8	-15.8
CN(Cc1cccs1)C(=O)Cn1cnc2cc([N+](=O)[O-])ccc2c1=O	-0.4	5.0%	-14.6%	0.3	0.1	-15.4	0.3	0.4	.
O=C(Nc1ccc(Cl)cc1)N1CCSc2ccccc21	2.9	0.6%	-19.7%	-0.8	-2.7	-0.5	-0.9	-0.4	.
Cc1ccsc1C1NC(=O)c2c(sc3c2CCCC3)N1 (stereo unspecified)	-1.2	-2.6%	-3.1%	7.2	-7.0	-0.7	0.0	-0.7	-0.4
O=C(NNc1ncnc2sccc12)c1ccc(Cl)cc1	-0.7	1.3%	3.7%	17.4	-2.9	4.6	0.2	6.1	6.4

Structural class: the compounds so far containing a nitro group on carbon (two)
structure	D1 potentiator	RXFP1 ag	Anesthetic bind	TRHR PAM	RXFP1 antagonist	D1 antag	TRHR agonist	D1 agonist	D2 PAM
Cc1ccc([N+](=O)[O-])cc1NC(=O)C[n+]1ccccc1	-3.2	10.8%	-2.5%	4.7	0.2	-26.5	0.4	0.8	-15.8
CN(Cc1cccs1)C(=O)Cn1cnc2cc([N+](=O)[O-])ccc2c1=O	-0.4	5.0%	-14.6%	0.3	0.1	-15.4	0.3	0.4	.
